PP5 primary = blocks human protein phosphatase 5 activity. P53041. purified PP5c, OMFP substrate fluorescence. inhibition, % at 6.7 µM. 320,000 compounds, 0.18% hits;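 active = inhibition above the campaign's mean inhibition across all tested compounds plus 3 SD, cut at about 9.5% in these data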;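 also: 0% = DMSO only and 100% = 100 µM cantharidin control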
Efflux pump inh = blocks antifungal efflux pumps in multiplex yeast assay; S. cerevisiae Candida pump triplex, Nile Red efflux; inhibition, % at 10 µM; 330,000 compounds, 0.44% hits;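 active = plate passing quality check with inhibition over a set limit, or well fluorescence over plate mean plus 4 SD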;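 also: Nile Red retained in pooled yeast measured as flow cytometry median fluorescence; 0% = buffer negative control and 100% = Enniatin B positive control; higher means more Nile Red kept so more efflux inhibition; some compounds called inactive have numbers as strong as hits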
TPT1 inh = blocks Candida albicans tRNA 2'-phosphotransferase; inhibition, % at 5 µM; 300,000 compounds, 0.81% hits; AID 1962; recombinant caTPT1, FP RNA substrate dephosphorylation;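 active = inhibition above the mean of all tested compounds plus 3 SD, set per screening campaign, cut at about 24% in these data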;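 also: plate controls were DMSO alone for no effect and ferristatin control at 100 nM for full effect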
JMJD2C inh = human JMJD2C demethylase inhibition | Q9H3R0 | GST-JMJD2C(1-420) H3K9me3 demethylation, DELFIA europium | inhibition, % at 2.35 µM | 330,000 compounds, 0.069% hits;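 active = more than half of a compound's replicate wells show inhibition beyond 50%, single wells judged on their own value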;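 also: signal counts dimethyl H3K9 product captured on neutravidin plate; 0% = median of DMSO wells and 100% = 0.3 times that DMSO median; strong numbers were not always called active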
LYPLA2 counter = blocks human lysophospholipase 2, a PME1 counter-screen; recombinant LYPLA2, FP-Rh probe fluorescence polarization; inhibition, % at 5.9 µM; O95372; 320,000 compounds, 0.38% hits;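 active = inhibition above the screen-wide mean plus 3 SD, limit set per campaign, cut at about 26% in these data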;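 also: 0% = LYPLA2 with DMSO and 100% = wells lacking LYPLA2 enzyme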
Target sequence (O95372 whole entry, looked up): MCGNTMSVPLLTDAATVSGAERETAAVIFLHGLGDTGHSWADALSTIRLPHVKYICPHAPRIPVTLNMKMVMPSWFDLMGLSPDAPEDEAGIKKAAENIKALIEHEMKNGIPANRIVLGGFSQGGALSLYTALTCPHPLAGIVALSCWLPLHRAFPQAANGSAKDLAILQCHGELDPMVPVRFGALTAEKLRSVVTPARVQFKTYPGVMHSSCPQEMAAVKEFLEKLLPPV
Fh CTSL1 inh = cathepsin L1 inhibition, PFM18AAP counter-screen; recombinant F. hepatica cathepsin L1, Z-Leu-Arg-MCA fluorescence; inhibition, % at 5.96 µM; 300,000 compounds, 0.49% hits; AID 1906;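 active = inhibition above the mean of all tested compounds plus 3 SD, set per screening campaign, cut at about 17% in these data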;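 also: 0% = plate median of test compound wells and 100% = 1 µM Z-Phe-Ala-diazomethylketone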
PP1 counter = PP1-alpha (human) inhibition in PP5 counter-screen; purified PP1alpha, OMFP fluorescence; AID 2235; 320,000 compounds, 0.9% hits; inhibition, % at 6.7 µM;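 active = inhibition above the mean inhibition of all tested compounds plus 3 SD, computed separately for each screening campaign, cut at about 15% in these data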
Target sequence (P62136 whole entry, looked up): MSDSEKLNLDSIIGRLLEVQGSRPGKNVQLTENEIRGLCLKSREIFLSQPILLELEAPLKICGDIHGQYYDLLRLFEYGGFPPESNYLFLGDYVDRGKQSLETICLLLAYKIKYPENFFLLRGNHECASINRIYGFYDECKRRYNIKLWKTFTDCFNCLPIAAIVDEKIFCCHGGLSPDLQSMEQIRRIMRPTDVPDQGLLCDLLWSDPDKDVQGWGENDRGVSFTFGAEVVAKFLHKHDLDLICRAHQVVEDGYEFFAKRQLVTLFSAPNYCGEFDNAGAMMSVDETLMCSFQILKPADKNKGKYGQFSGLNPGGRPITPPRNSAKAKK
core dimer inh = HCV core protein dimerization inhibition | TR-FRET GST/Flag-core106 dimerization, 1536-well | inhibition, % at 5 µM | 300,000 compounds, 0.33% hits;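 active = inhibition above the mean of all tested compounds plus 3 SD, set per screening campaign, cut at about 45% in these data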
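Assay system: Tagged HCV core106 pair (GST and Flag) | Buffer or medium: KF-containing HEPES buffer, pH 7.45, DTT, CHAPS, BSA | Also added: Eu donor and XL665 acceptor anti-tag antibodies | Dosing: One concentration, 5 µM, in 0.5% DMSO | Timing: 4 h at 22.5 °C | Technique: TR-FRET 671 and 617 nm emission | Repeats: Singlicate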
PREPL inhibitor = inhibits the human prolyl oligopeptidase-like enzyme | 320,000 compounds, 0.68% hits | recombinant PREPL, fluorescence polarization activity-based probe | AID 2751 | inhibition, % at 5.96 µM | Q4J6C6; in the data active = inhibition above about 43%;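 also: 0% = enzyme with DMSO and 100% = wells lacking enzyme; many of its hits are not listed in these tables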
The depositor's hits bear a star. This is a subset (hit frequency here may not be typical).

SMILES	PP5 primary	Efflux pump inh	TPT1 inh	JMJD2C inh	LYPLA2 counter	Fh CTSL1 inh	PP1 counter	core dimer inh	PREPL inhibitor
O=C(NCC1CCCCC1)C12CN(Cc3ccccc3)CC1C(c1cccc([N+](=O)[O-])c1)=NO2 (stereo not given)	4.1	0.0	-1	24	1	4	6	14	-6
CCn1c(CNc2ccc(F)cc2)nnc1SCC(=O)N1CCCc2ccccc21	2.0	0.0	3	-2	4	0	-3	-5	-7
Cc1nc2c(=O)n(C)c(=O)n(C)c2nc1Cl	2.7	0.2	6	7	-4	0	3	4	0
CCc1c(C(=O)Nc2ccc(OC)cc2)[nH]c(C)c1C(C)=O	-0.8	0.0	-3	1	4	4	-2	-2	9
O=C(/C=C\c1cn(-c2ccccc2)nc1-c1ccccc1)Nc1nccs1	3.0	1.2	0	-6	-13	2	4	15	-2
S=C(NCc1ccncc1)Nc1ccc(Br)cc1	3.8	0.7	-1	42	4	-1	-5	-12	-7
Cc1oc2c(C)c3oc(=O)c(CCC(=O)NCCCN4CCOCC4)c(C)c3cc2c1C	2.5	-0.1	0	-1	4	0	-2	3	20
Cc1cc(C)cc(-n2nnc(C(=O)NCc3ccco3)c2N)c1	1.6	0.0	-2	6	11	0	-1	-3	3
CCCC(=O)NC(=S)Nc1ccc(N2CCOCC2)c(Cl)c1	0.1	-0.1	11	5	2	2	-5	11	6
COc1ccc(OC)c(NC(=O)CN2CCC(C(=O)c3ccc(C)cc3)CC2)c1	5.7	0.2	3	-15	3	5	11	5	18
CCc1ccc(-c2nc(CN3CCC(C(=O)NCc4ccco4)CC3)c(C)o2)cc1	0.3	-0.2	-2	12	5	-1	0	0	7
O=C1CCC(=O)N1c1cccc(OS(=O)(=O)c2ccccc2)c1	0.2	0.1	0	0	4	-4	-2	1	-8
COc1ccccc1C(=O)Nc1nnn(C)n1	0.5	0.0	1	0	8	-1	0	-1	7
Cc1ccc(C(=O)ON=C2CCN(c3ccc([N+](=O)[O-])cc3)CC2)cc1	3.3	0.5	1	-21	55*	6	16*	11	16
CN1N=C(C(=O)N2CCc3c([nH]c4ccccc34)C2c2c(F)cccc2Cl)CCC1=O (stereo not given)	1.1	0.0	-5	-4	1	4	-2	4	-8

Reprinted at random: 7 entries already listed, in no set order.
SMILES	PP5 primary	Efflux pump inh	TPT1 inh	JMJD2C inh	LYPLA2 counter	Fh CTSL1 inh	PP1 counter	core dimer inh	PREPL inhibitor
COc1ccc(OC)c(NC(=O)CN2CCC(C(=O)c3ccc(C)cc3)CC2)c1	5.7	0.2	3	-15	3	5	11	5	18
S=C(NCc1ccncc1)Nc1ccc(Br)cc1	3.8	0.7	-1	42	4	-1	-5	-12	-7
O=C(/C=C\c1cn(-c2ccccc2)nc1-c1ccccc1)Nc1nccs1	3.0	1.2	0	-6	-13	2	4	15	-2
Cc1ccc(C(=O)ON=C2CCN(c3ccc([N+](=O)[O-])cc3)CC2)cc1	3.3	0.5	1	-21	55*	6	16*	11	16
COc1ccccc1C(=O)Nc1nnn(C)n1	0.5	0.0	1	0	8	-1	0	-1	7
CCc1ccc(-c2nc(CN3CCC(C(=O)NCc4ccco4)CC3)c(C)o2)cc1	0.3	-0.2	-2	12	5	-1	0	0	7
CCCC(=O)NC(=S)Nc1ccc(N2CCOCC2)c(Cl)c1	0.1	-0.1	11	5	2	2	-5	11	6

Other results:
SMILES	PP5 primary	Efflux pump inh	TPT1 inh	JMJD2C inh	LYPLA2 counter	Fh CTSL1 inh	PP1 counter	core dimer inh	PREPL inhibitor
O=C(NNC(=O)c1ccc(Cl)cc1Cl)c1cccs1	-0.2	0.0	19	-4	-2	2	-1	4	16
COc1cccc(NC(=O)CSc2ccc3nnc(-c4ccncc4)n3n2)c1	3.3	-0.1	-1	-5	8	-4	2	1	-1
CCOC(=O)CN(C(=O)COc1nc(-c2ccccc2)cc(C)c1C#N)c1ccc(F)cc1	1.4	-0.1	-2	-1	-2	4	-3	11	4
c1ccc(-c2cn3cccnc3n2)cc1	0.5	-0.1	-1	-1	-5	-1	-1	3	4
CNC(=O)Nc1ccc(Cl)cc1	0.3	0.0	1	-8	1	1	0	-4	0
Cc1snc(S(=O)(=O)Cc2ccccc2Cl)c1C#N	0.1	0.0	-1	-3	4	-1	1	-2	3
CCC(C)NS(=O)(=O)c1ccc(OCC(=O)Nc2ccc(F)cc2F)cc1 (stereo not given)	1.3	0.0	-5	-2	9	0	3	1	6
CCNC(=S)NNc1nc(N2CCOCC2)nc(N2CCOCC2)n1	1.2	-0.3	-1	-28	2	-2	-2	-6	14
CC(C)C(=O)N(Cc1ccc2c(c1)OCO2)Cc1ccccn1	2.7	0.0	1	10	6	1	5	-1	6
Cc1nc(SC2CCOC2=O)c2c(C)c(C)sc2n1 (stereo not given)	3.3	-0.1	-5	16	4	1	2	1	-4
O=C(Nc1ccc2c(c1)OCO2)C1CCN(C(=O)CSc2ncnc3ccccc23)CC1	1.3	0.5	2	1	8	-2	5	14	7
CC(C)CNC(=O)C1CCCN1S(=O)(=O)c1ccc(Cl)cc1 (stereo not given)	-0.6	0.1	-1	-8	11	-1	-2	-7	6
Cc1ccc(/C=N/NC(=O)Cc2c[nH]c3ccccc23)c(C)c1	2.4	-0.1	1	-10	4	-2	3	1	6
Cc1ccc(NC(=S)N2CCN(Cc3ccccc3)CC2)c(C)c1	3.6	0.1	-1	-3	4	2	-1	-4	7
O=C(Nc1cccnc1)C1CCC(CNS(=O)(=O)c2cccc3nsnc23)CC1 (stereo not given)	-0.6	0.0	0	-5	-4	3	1	1	-4
CC(C)C[C@H](NC(=O)[C@H](Cc1ccccc1)n1c(=O)[nH]c2ccccc2c1=O)C(=O)N1CCC[C@H]1C(=O)O	2.5	-0.3	-14	3	5	2	-2	4	14
CCCCCC(=O)Nc1ccc(C(=O)COC(=O)CN2C(=O)NC3(CCCC3)C2=O)cc1	-0.6	0.1	2	-3	0	-8	-2	3	-3
Cc1ccc(C=Nc2cccnc2N)cc1	1.7	0.0	-11	2	1	1	-3	12	2
Cc1nc2ccc(CCO)cc2s1	-1.1	0.1	-4	6	-7	1	0	-7	-1
COc1ccc(NC(=O)c2cccnc2N2CCCCC2)cc1	3.1	0.1	-4	6	2	0	-4	-6	4
COc1ccc(C(=O)N2CC3(CC(c4cccc(NC(=O)COc5ccc(Cl)cc5)c4)=NO3)C[C@@H]2C(N)=O)cc1 (stereo not given in full)	5.1	0.0	0	-22	-9	3	4	12	-1
Cc1cc(N)n2nc(C)c(-c3ccccc3)c2n1	-1.0	-0.1	2	-3	3	0	2	-3	4
CN(C)c1ccc(-n2cccc2/C=C2/SC(=Nc3ccc(F)cc3)NC2=O)cc1	1.1	-0.2	1	-8	1	0	8	2	0
O=C(Nc1ccc(C(F)(F)F)cc1)C1CCCN1S(=O)(=O)c1cccc2cccnc12 (stereo not given)	4.7	-0.7	-1	-43	-6	2	-6	1	15
CCCOc1ccc(-c2nc(OC)c3ccccc3n2)cc1	-2.0	-0.1	2	4	-8	2	-4	4	-9
Cc1ccc(NC(=O)NNS(=O)(=O)c2ccc(Br)cc2)cc1	2.1	-0.1	-3	2	-2	0	2	-3	-13
Cc1n(N)c2ccccc2[n+]1CC(=O)c1ccccc1	-1.2	0.0	0	-17	-7	5	-2	0	8
Cc1ccc(C(=O)N/C(=C\c2ccco2)C(=O)NCCN2CCOCC2)cc1	-0.3	-0.1	-2	3	3	2	-1	-1	-5
CCC(=O)Nc1ccc(C(=O)N/N=C/c2cc(Br)c(OC)cc2OC)cc1	2.6	-0.5	0	6	-2	4	-3	5	6
Cc1cc(NC(=O)c2ccc(S(=O)(=O)N3CCOCC3)cc2)no1	0.7	0.2	-2	-10	-3	3	-9	-1	17
COc1cccc(N=Nc2c(N)[nH][nH]c2=O)c1	-0.9	-0.8	2	-3	-3	1	0	-34	3
COc1cnc(SC(C)C)[nH]c1=O	0.0	0.0	0	-3	3	-1	0	1	0
Cc1ccc(NC(=S)NCCCN2CCOCC2)cc1	1.1	-0.1	-2	2	3	-1	0	-5	2
CC1(C)Cc2ccccc2C(NNC(=O)c2cccnc2)=N1	-8.1	0.0	-5	-1	1	5	9	-3	-2
CCOC(=O)C1CCN(CC(=O)Nc2ccc(S(=O)(=O)N3CCC(C)CC3)cc2)CC1	3.5	0.5	-4	-6	3	-1	3	-4	-18
COc1ccccc1CNC(=O)COC(=O)/C=C/c1cccs1	1.7	0.0	2	2	-4	-8	-2	3	-9
O=C(Nc1ccccc1)c1ccn[nH]1	-0.2	0.0	-1	3	-6	-2	-3	-6	-2
CC(=O)Nc1ccc(S(=O)(=O)Nc2c(NC3CCCCC3)c3ccccc3oc2=O)cc1	-5.9	-0.2	-2	12	-3	12	-5	-17	-13
C=CCOc1c2ccc(C(=O)NCCc3ccc(C)cc3)cc2nn1C	0.9	0.0	0	-3	-4	4	4	-7	12
CCC1CCCCN1C(=O)CSc1nnc(-c2cccc(Cl)c2)o1 (stereo not given)	0.8	0.2	-3	3	-11	11	0	-5	-12
Cc1ccn2cc(CNS(=O)(=O)c3ccc(Cl)s3)nc2c1	1.3	-0.1	-2	-9	-1	-3	-1	14	-10
CN(C(=O)COC(=O)c1ccc(NS(=O)(=O)c2cccs2)cc1)C1CCCCC1	0.4	0.1	-2	-4	-5	2	1	3	1
NC(=O)C1CCN(CC(=O)Nc2nccs2)CC1	-0.8	0.1	0	3	-1	0	-2	5	-3
COCC(=O)NCCc1ccc(S(N)(=O)=O)cc1	0.3	-0.1	6	-6	3	0	-4	1	16
COc1ccccc1/C=C/C(=O)NCC(=O)N/N=C/c1cccnc1	1.2	-0.1	-4	1	5	0	-7	-12	15

Source: PubChem (several laboratories)
